# Source: PubChem
# MT stabilize HCS: microtubule stabilizers in HeLa cells. HeLa tubulin immunostaining HCS, 24 h; share of cells brighter than vehicle mean+2SD. % tubulin-high responders, % at 10 µM. actives 0.83% (n = 200,000). AID 2205;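 active means plate Z-score above 3 for both tubulin-high and condensed-nucleus cell shares, with cell loss under 80%, at 10 µM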;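 further: anti alpha tubulin signal scored within the nucleus-defined area of each cell; some results filed as inactive read as strong as hits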
# Autophagy HCS: autophagy modulation, high-content screen; actives 0.98% (n = 190,000); calls only at 10 µM (by protocol); MEF GFP-LC3 puncta imaging; test concentration mostly 10 µM;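 active means percentage of spot-positive cells more than 3 SD above its plate mean, without a fluorescence outlier flag or 80% toxicity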;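 further: spot-positive cell cutoff set from DMSO-treated cells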
# bCat nuc transl: beta-catenin nuclear translocation modulation | HeLa beta-catenin nuclear translocation, immunofluorescence imaging | nuclear translocation activity, % at 5 µM | actives 0.3% (n = 190,000) | AID 1665;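 active means nuclear translocation activity above 50% at 5 µM, with a well cell count of 50 or more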;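 further: per-cell ratio of nuclear to cytoplasmic median beta-catenin stain intensity; plate controls were DMSO negative control for no effect and GSK-3 inhibitor IX positive control for full effect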
#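 System: HeLa cells, endogenous beta-catenin; compound dosing: 5 µM primary single dose, 0.1% DMSO, 0.02–20 µM confirmation series; incubation: 24 h compound exposure at 37°C, 5% CO2; signal: beta-catenin immunofluorescence imaging with DAPI; evaluation: % activation, nuclear-to-cytoplasmic median beta-catenin signal ratio per cell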
# HIV peptide binding: cell-free HIV fusion peptide-binding blockers – biochemical, uHTS, fluorescence dequenching, primary screen (AID 1986); cell-free peptide binding, fluorescence dequenching, 30 min; higher % means a stronger effect; one-dose inhibition, % at 20 µM; IC50 in µM for titrated hits; actives 0.3% (n = 290,000); in the data active means inhibition mostly above about 52%, no sharp cut-off; inactive means mostly below about 76%; further: some results filed as inactive read as strong as hits
# AID2073: inhibitors of Mint1-CaV2.2 protein interaction, biochemical, HTRF (AID 2073); HTRF protein-protein interaction, Mint1-CaV2.2; higher % means a stronger effect; inhibition, % at 20 µM, or IC50 in µM where a hit was titrated; actives 0.19% (n = 290,000); in the data active means inhibition mostly above about 51%, no sharp cut-off; further: some results filed as inactive read as strong as hits
# Dynein cargo inh: dynein cargo transport inhibition; 3617.4 mouse cells, GR-EGFP nuclear translocation imaging; test concentration mostly 20 µM; stimulated with dexamethasone, 1 µM; stronger effect = lower value; z-score, hits read low; actives 0.47% (n = 220,000); AID 1381;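 active means plate z-score of nuclear minus cytoplasmic receptor signal below a set negative limit, without overly bright fluorescence or cell loss, cut at about -3.5 in these data, passing the limit was not always enough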;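 further: z-score of nuclear minus cytoplasmic ring GR-EGFP intensity difference per well; some compounds called inactive have numbers as strong as hits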
#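 medium = tetracycline-free induction medium containing charcoal-stripped FBS | also added = 1.0 µM final dexamethasone stimulus | schedule = 48 h induction, 1 h compound, 30 min dex at 37 °C | technique = fixed, Hoechst-stained cells imaged at 10x for EGFP | measure = GR-EGFP nuclear translocation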
# Ins promoter up: MIN6 insulin promoter up-regulation; MIN6 insulin promoter-GFP reporter, high-content imaging; stronger effect = higher value; z-score at 5 µM; actives 0.3% (n = 190,000);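 active means z-score above 3 at 5 µM with at least 500 cells counted in the well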
# Yfh1-off respiration: mitochondrial function rescue without frataxin homolog – Friedreich's ataxia, plus single-dose screen, dose response (AID 1465); S. cerevisiae Yfh1-off respiration, WST-1 reduction, 72 h; higher fold induction means a stronger effect; one-dose fold induction at 50 µM; EC50 in µM for titrated hits; actives 0.074% (n = 220,000);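 active means fold induction of absorbance versus untreated yeast above a set limit, then at least 30% activation at any dose in follow-up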;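 further: activators that raise dye reduction in frataxin-depleted yeast; strong numbers were not always called active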
# WT yeast gro inh: growth inhibition of WT yeast, mitochondrial fusion screen; actives 2.1% (n = 190,000); inhibition, % at 10 µM; AID 1362; mitochondrial fusion phenotypic screen, WT strain; in the data active means inhibition above about 58%; tested in S. cerevisiae
# WT yeast gro inh mutant strain: second read-out of WT yeast gro inh, no call of its own (marks repeat the call); inhibition, %; mitochondrial fusion phenotypic screen, mutant strain inhibition
# Dynein cargo inh cytoplasmic EGFP: further read-out of Dynein cargo inh, marked with its call; z-score; measured here: cytoplasmic GR-EGFP intensity; stronger effect = higher value
# Dynein cargo inh nuclear GR-EGFP: further read-out of Dynein cargo inh, marked with its call; z-score; measured here: nuclear GR-EGFP intensity;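 lower value marks the stronger effect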
# Dynein cargo inh cell count: further read-out of Dynein cargo inh, marked with its call; z-score; measured here: cell count per field
# Ins promoter up cell count: second read-out of Ins promoter up, no call of its own (marks repeat the call); cell count; measured here: cytotoxicity, nuclei count;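 total cells summed across four imaged fields per well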
# bCat nuc transl cell count 5 µM: further read-out of bCat nuc transl, marked with its call; cell count; measured here: cell count, cytotoxicity flag
# MT stabilize HCS Hoechst-high %: second read-out of MT stabilize HCS, no call of its own (marks repeat the call); % Hoechst-high responders; measured here: nuclear condensation Hoechst responders;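 share of cells brighter than vehicle mean plus two SD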
# MT stabilize HCS cytotoxicity %: recorded beside MT stabilize HCS, whose call it bears; toxicity, %; measured here: cytotoxicity by cell density;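 0% = mean cell density of plate MIN control wells and 100% = no cells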
# Autophagy HCS cell loss 18 h: recorded beside Autophagy HCS, whose call it bears; toxicity, %; measured here: cell loss, nuclei count;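 cell loss after 18 h compound exposure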
# Starred values were filed as active, the others as inactive; i = inactive; . = no result given.
SMILES,MT stabilize HCS,MT stabilize HCS Hoechst-high %,MT stabilize HCS cytotoxicity %,Autophagy HCS,Autophagy HCS cell loss 18 h,bCat nuc transl,bCat nuc transl cell count 5 µM,HIV peptide binding,AID2073,Dynein cargo inh,Dynein cargo inh cytoplasmic EGFP,Dynein cargo inh nuclear GR-EGFP,Dynein cargo inh cell count,Ins promoter up,Ins promoter up cell count,Yfh1-off respiration,WT yeast gro inh,WT yeast gro inh mutant strain
O=C(O)C1CC=CCC1C(=O)Nc1ccc(Oc2ccc(Cl)cc2)cc1 (stereo not drawn),4.5,2.6,8.9,i,10.1,0.4,496,3.5%,-1.1%,2.72,-0.234,0.976,-1.42,0.07,1231,i,-7.5,-36.3
Cc1ccc(C)c(N(CC(=O)Nc2ccc(-c3nc4ccc(C)cc4s3)cc2)S(C)(=O)=O)c1,2.0,2.5,0.9,i,4.7,1.9,1130,-0.4%,27.4%,-0.765,-0.207,-0.182,0.143,-0.29,1304,i,-1.4,3.4
O=C(NCc1ccco1)c1cccc(C(F)(F)F)c1,1.3,2.7,6.6,i,-6.9,1.0,1552,9.0%,10.8%,-1.09,-0.225,-0.7,0.174,.,.,i,9.0,-3.3
O=c1c2ccccc2nc(-c2ccc(Cl)cc2)n1C1CCS(=O)(=O)C1 (stereo not drawn),2.3,2.2,4.6,i,12.0,.,.,.,.,0.102,-0.217,0.892,0.164,.,.,i,.,.
COC(=O)[C@H](CC(C)C)NC(=O)NCCC1=CCCCC1,.,.,.,.,.,-0.3,1385,-2.9%,-6.8%,1.49,-0.253,0.593,-0.293,0.04,1104,i,.,.
O=C(c1ccc2snnc2c1)N1CCOCC1,4.0,1.6,2.7,i,1.1,-1.2,1131,2.0%,7.8%,-0.877,-0.157,-0.207,0.901,0.43,1312,i,9.5,-1.2
COc1ccc(-c2nn(-c3ccccc3)cc2C(=O)OCC(=O)c2ccc(C)c([N+](=O)[O-])c2)cc1,1.4,1.4,13.2,i,0.8,-1.0,913,0.2%,14.5%,-0.172,-0.164,-0.0832,0.0979,0.07,1189,i,8.3,-5.7
COCCN1C(=O)C(O)=C(C(=O)c2ccco2)C1c1cccc(Oc2ccccc2)c1 (stereo not drawn),2.1,1.2,3.5,i,14.5,3.1,1368,1.4%,11.2%,-0.18,-0.219,0.0181,0.334,0.07,1695,i,7.1,-1.5
CC1CC(C)CN(S(=O)(=O)c2ccc(C(=O)OCC(=O)NCCN3C(=O)CSC3=O)cc2)C1 (stereo not drawn),3.6,3.9,9.1,i,-5.0,0.8,1033,0.4%,-0.3%,0.657,-0.321,0.261,0.557,-1.18,1222,i,-9.6,9.2
CCCS(=O)(=O)N1CCCC(C(=O)NCCc2ccc(Cl)cc2)C1 (stereo not drawn),1.4,1.0,7.7,i,-1.8,-1.0,1356,-0.1%,-0.2%,-0.0249,-0.187,-0.192,0.382,-0.57,1519,i,8.8,10.4
CN1CCN(C(=O)c2ccc(S(=O)(=O)c3ccc(Br)cc3)cc2)CC1,10.0,3.6,10.0,i,0.4,1.7,1153,0.2%,-3.6%,-0.195,-0.198,-0.0986,0.649,.,.,i,-9.7,-13.7
COc1cc(C(=O)NCC(=O)N/N=C(C)\C=C\c2ccccc2)cc(OC)c1OC,2.4,0.8,2.2,i,-1.1,-1.2,1064,-1.0%,-3.2%,0.101,0.0265,-0.0733,-1.73,-0.5,1084,i,7.5,11.8
CCOc1[nH]n(-c2ccccc2)c(=O)c1C=Nc1ccc(OC)cc1,2.3,2.5,6.2,i,-12.6,-2.4,1175,-1.5%,2.8%,0.0354,-0.316,0.33,0.0995,-1.21,1112,i,3.5,19.0
Cc1ccc(CNc2ncnc3c2cnn3-c2ccccc2)cc1,1.7,2.2,8.6,i,-11.8,1.7,1332,-1.9%,2.4%,-0.00552,-0.132,0.03,0.396,2.14,1408,i,-14.1,-15.1
O=C(CSc1nnc(SCc2ccc(Cl)cc2)s1)N/N=C/c1c[nH]c2ccccc12,1.5,5.0,7.2,i,-8.6,-0.2,978,2.5%,50.2%,0.0122,-0.293,-0.436,-0.0547,0.07,1212,i,2.8,-6.0
Cc1ccc(N(C)C(=O)c2ccc3c(Cl)c4c(nc3c2)CCC4)cc1C,4.1,1.6,0.7,i,2.8,-2.1,427,2.3%,-8.6%,-1.79,-0.0517,-0.525,0.601,-0.6,1396,i,82.7*,27.3*
CC(=O)NC(C)C(=O)OCC(=O)c1ccc(Cl)s1 (stereo not drawn),4.2,2.2,1.7,i,2.6,-2.2,1026,0.4%,-8.5%,0.976,0.171,0.614,-0.956,-0.04,1315,i,10.6,-11.7
Cc1ccc(S(=O)(=O)NCC(=O)NCc2ccncc2)cc1,4.3,2.3,5.1,i,-4.3,2.5,974,1.3%,7.2%,-0.463,-0.233,-0.606,-0.624,.,.,i,-7.1,-6.6
S=C(NC1CCCCC1)N(CCc1nc2ccccc2[nH]1)C1CCCC1,1.3,1.5,8.2,i,-0.4,-7.0,1165,0.8%,-11.8%,-0.803,-0.0497,-0.165,0.0147,-1.51,721,i,56.0,-1.1
O=C(Nc1cccnc1)c1c(O)c2cccc3c2n(c1=O)CC3,2.3,1.6,3.4,i,10.7,-2.0,1175,-1.5%,-1.5%,0.451,-0.174,0.233,-0.168,0.53,1313,i,-36.6,-7.7
Cc1cc(C)cc(Oc2cc(NC(=O)c3cn(C)nc3C)cc([N+](=O)[O-])c2)c1,2.7,1.9,6.5,i,-5.6,.,.,1.0%,-0.6%,-0.13,-0.253,0.158,0.598,-0.13,882,i,10.0,15.4
COc1ccc(CC(=O)OCC(=O)NC(=O)NC2CCCCC2)cc1,1.7,1.6,6.7,i,-6.6,-0.9,1085,0.5%,2.2%,-1.04,-0.225,-0.334,-0.19,-0.4,1236,i,2.0,-7.7
CCOC(=O)c1ccc(NS(=O)(=O)c2cc(-c3nnnn3C(C)C)ccc2OC)cc1,5.8,3.4,10.2,i,-1.3,-1.9,970,-3.1%,18.2%,1.66,-0.14,1.01,-1.63,.,.,i,-1.6,-17.7
CC(C)c1onc(C(=O)NCc2ccc(Cl)cc2)c1[N+](=O)[O-],7.3,1.6,11.6,i,-3.3,-0.2,1094,1.1%,7.3%,-1.17,-0.176,-0.603,0.824,-0.16,1515,i,-3.0,-0.2
Cn1c(C(=O)N2CCCC2)cc2c(=O)n(C)c3ccccc3c21,7.3,3.1,5.6,i,13.6,-6.5,1150,-1.0%,3.7%,1.39,-0.0961,1.09,-0.993,-0.67,862,i,13.1,-1.8
CCOC(=O)CNc1c(-c2ccc(OC)cc2)nc2ccc(Cl)cn12,3.4,2.1,4.1,i,-10.2,0.3,589,5.4%,3.0%,-0.0745,-0.195,0.358,-0.566,.,.,i,-3.3,8.2
O=C(NCCN1CCCC1)C1CCN(S(=O)(=O)N2CCC3(CC2)OCCO3)CC1,2.5,2.1,5.6,i,-4.1,.,.,12.4%,-3.4%,-1.18,0.0642,-0.639,0.579,0.25,991,i,-0.2,-4.8
COc1cc(/C=C/C(=O)Nc2ccc(C(C)=O)cc2)cc(OC)c1OC,4.4,2.7,7.8,i,-3.3,.,.,-0.3%,25.3%,0.287,-0.244,0.264,0.557,0.3,1138,i,-8.2,-16.6
Cn1c(=O)n(Cc2ccccc2)c2ccccc21,3.8,2.5,8.3,i,-3.7,-1.6,1174,2.6%,-1.1%,-0.803,-0.246,-0.153,0.744,0.74,1244,i,-9.9,3.8
COC(=O)CCC(=O)c1oc2ccc(Br)cc2c1N,1.9,1.1,6.4,i,-1.9,1.3,1165,-2.7%,1.7%,-0.0447,-0.163,0.0642,-0.438,0.13,1187,i,-25.8,-8.2
O=C(NCCCn1ccnc1)C(=O)NC1CCCCC1,1.0,1.1,6.8,i,13.7,-0.3,1601,-0.6%,7.9%,1.69,-0.00426,0.824,-1.51,0.06,1455,i,12.3,6.0
COc1ccc(CN(C2CCCC2)S(=O)(=O)c2ccc(-n3cnnn3)cc2)cc1,1.6,1.7,5.2,i,1.9,-1.2,1227,-2.3%,8.1%,0.347,-0.196,0.106,0.383,-0.17,1294,i,4.2,16.4
COc1ccc(C2/C=C\CN(C(=O)c3ccccc3)[C@H](Cc3ccccc3)C(=O)N2Cc2ccc(F)cc2)cc1 (stereo partly drawn),.,.,.,.,.,-1.1,1125,0.7%,1.9%,-0.518,-0.788,-0.196,0.275,.,.,i,.,.
N#CC1=C(N)Nc2nc3ccccc3n2C1c1ccc(Cl)cc1 (stereo not drawn),1.7,2.8,3.6,i,6.4,0.7,963,1.9%,22.5%,-0.592,-0.234,-0.0102,1.25,-0.27,1309,i,31.4,59.5
